From PubChem
TRHR agonist = qHTS for Small Molecule Agonists and Allosteric Enhancers of Human TRH Receptor: Primary Screen for Agonists; Thyrotropin-releasing hormone receptor (Homo sapiens), P34981; TRHR cells, calcium flux fluo-8, FDSS agonist mode; activation, % at 2 µM; actives 0.18% (n = 360,000); AID 493084, 2011; in the data active means activation above about 30%; further: 0% is about no effect
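TRHR-expressing cells, plated overnight in medium with 10% serum, were loaded with fluo-8 calcium dye at room temperature. After a 10 s baseline, library compound was pin-added and calcium release was recorded kinetically (ex 480/em 530) as agonist response.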
mIDH1 inhibitor = qHTS for Inhibitors of mutant isocitrate dehydrogenase 1 (IDH1): qHTS | Isocitrate dehydrogenase [NADP] cytoplasmic (Homo sapiens), O75874 | IDH1-R132H enzyme, NADPH consumption, diaphorase/resazurin fluorescence | Potency, µM (series often up to 76.6 µM), for the others: at the highest dose activity change, negative = inhibition, actives largely listed as inhibitors | actives 0.093% (n = 390,000); further: potency means the concentration at half of the fitted maximal effect; on the % scale 0 is the no-effect control and ±100 the full control effect; nearly all actives have a fitted effect of over 65% in size
Target sequence (O75874 whole entry R132H, stated change not applied): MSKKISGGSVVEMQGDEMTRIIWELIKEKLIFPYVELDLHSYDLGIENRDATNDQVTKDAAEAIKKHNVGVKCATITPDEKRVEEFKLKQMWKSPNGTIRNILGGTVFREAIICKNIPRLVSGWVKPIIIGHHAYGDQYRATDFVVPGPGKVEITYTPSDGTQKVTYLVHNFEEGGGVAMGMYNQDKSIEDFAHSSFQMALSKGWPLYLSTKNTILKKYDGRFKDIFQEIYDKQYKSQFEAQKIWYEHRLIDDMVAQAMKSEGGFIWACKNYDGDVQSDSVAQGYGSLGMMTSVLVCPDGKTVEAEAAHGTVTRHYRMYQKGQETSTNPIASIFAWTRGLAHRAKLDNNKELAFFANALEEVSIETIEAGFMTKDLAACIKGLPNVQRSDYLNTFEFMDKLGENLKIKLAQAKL
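IDH1-R132H (0.5 ug/mL dispensed) in pH 7.5 Tris buffer was preincubated 30 min with compound, then given a substrate mix of 0.016 mM NADPH and 2 mM alpha-KG for 80 min at room temperature; remaining NADPH was read by diaphorase/resazurin fluorescence.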
TrxR1 substrate = qHTS Assay for Substrates of Mammalian Selenoprotein Thioredoxin Reductase 1 (TrxR1): qHTS | AID 588456, 2011 | purified TrxR1 substrate turnover, NADPH consumption readout | actives 0.01% (n = 390,000) | Thioredoxin reductase 1, cytoplasmic (Rattus norvegicus), O89049 | Potency, µM (top dose mostly 114 µM), inactives show at the highest dose activity change, negative = substrate turnover; further: potency means the concentration at half of the fitted maximal effect; on the % scale 0 is the no-effect control and ±100 the full control effect; nearly all actives have a fitted effect of over 50% in size
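Rat TrxR1, dispensed at 90 nM, was prereduced with 400 uM NADPH (final) for 5 min at ~22 deg C, then incubated with compound 15 min before 400 uM selenite. A first-read NADPH fluorescence drop versus no-compound background flagged substrates.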
USP1-UAF1 inh = Inhibitors of USP1/UAF1: Primary Screen | Ubiquitin carboxyl-terminal hydrolase 1 (Homo sapiens), O94782 | recombinant USP1/UAF1, Ub-Rhodamine cleavage fluorescence | Potency, µM (titrated, usually from 57.1 µM), for inactives: top-dose activity change, negative = inhibition, usual class: inhibitors | actives 0.23% (n = 390,000) | AID 743255, 2014; further: potency means the concentration at half of the fitted maximal effect; on the % scale 0 is the no-effect control and ±100 the full control effect; nearly all actives have a fitted effect of over 60% in size; inactives centre near -12
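High-throughput fluorogenic screen: 1nM USP1/UAF1 complex, Ub-Rho substrate 150nM final, 50mM HEPES pH 7.8 with 0.5mM EDTA, 0.1 mg/ml BSA, 1mM TCEP and 0.01% Tween-20.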
D2 antag = HTS Assay for Allosteric Antagonists of the Human D2 Dopamine Receptor: Primary Screen for Antagonists | D(2) dopamine receptor (Homo sapiens), P14416 | HEK293 TREx D2 cells, calcium flux, dopamine EC80 | inhibition, % at 10 µM | actives 2% (n = 340,000) | AID 485344, 2010; in the data active means inhibition above about 30%; further: 0% is about no effect
Target sequence (P14416 whole entry, looked up): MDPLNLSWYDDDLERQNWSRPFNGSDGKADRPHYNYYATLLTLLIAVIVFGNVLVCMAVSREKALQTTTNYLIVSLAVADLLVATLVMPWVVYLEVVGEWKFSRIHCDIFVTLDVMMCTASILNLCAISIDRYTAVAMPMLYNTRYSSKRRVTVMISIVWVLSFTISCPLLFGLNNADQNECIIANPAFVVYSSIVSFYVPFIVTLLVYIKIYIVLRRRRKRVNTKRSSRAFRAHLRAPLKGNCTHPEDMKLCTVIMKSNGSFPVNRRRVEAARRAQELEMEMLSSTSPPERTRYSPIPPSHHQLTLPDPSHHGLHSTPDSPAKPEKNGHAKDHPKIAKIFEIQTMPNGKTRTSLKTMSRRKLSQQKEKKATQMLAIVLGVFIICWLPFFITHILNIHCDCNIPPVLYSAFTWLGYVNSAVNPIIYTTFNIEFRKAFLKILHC
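Measurement of antagonist activity uses fluorescent calcium dye in inducible HEK293 T-REx D2 cells: 10 s baseline, compound addition with 180 s read, EC80 dopamine addition with a further 180 s read.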
TRHR PAM = qHTS for Small Molecule Agonists and Allosteric Enhancers of Human TRH Receptor: Primary Screen for Enhancers; enhancement, % at 2 µM; TRHR cells, fluo-8 calcium fluorescence, EC20 TRH enhancement; AID 493056, 2011; actives 0.66% (n = 360,000); in the data active means enhancement above about 30%; further: 0% is about no effect
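TRHR-expressing cells loaded with fluo-8 calcium dye were read kinetically (ex 480/em 530) during compound addition, then stimulated with an EC20 of TRH (10 nM final). Enhancement of the Gq-mediated intracellular calcium response was scored.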
Pin1 inh = qHTS Assay to Find Inhibitors of Pin1; actives 0.009% (n = 390,000); Peptidyl-prolyl cis-trans isomerase NIMA-interacting 1 (Homo sapiens), Q13526; Pin1 FP peptide displacement, HiFluor488, 10 min; Potency, µM (doses to about 115 µM), for inactives: at the top dose activity, negative = inhibition, hits mostly inhibitors; active means well fitted inhibition curve with a large enough effect in the polarisation, with a control signal flat, not every such curve was filed as active; inconclusive means small, poorly fitted or top-dose-only effect, or effect the other way, or a change in a side signal; inactive means no such curve, though single readings can be large or run the other way; the % refers to the polarisation; further: potency means the concentration at half of the fitted maximal effect; on the % scale 0 is the no-effect control and ±100 the full control effect
Target sequence (Q13526 whole entry, looked up): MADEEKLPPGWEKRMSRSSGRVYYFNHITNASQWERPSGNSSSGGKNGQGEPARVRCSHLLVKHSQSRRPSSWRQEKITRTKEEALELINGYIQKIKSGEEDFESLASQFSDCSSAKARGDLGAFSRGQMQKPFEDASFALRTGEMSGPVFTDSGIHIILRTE
D2 agonist = HTS Assay for Allosteric Agonists of the Human D2 Dopamine Receptor: Primary Screen for Agonists. HEK293 T-REx D2 cells, calcium flux agonist mode. activation, % at 2 µM. actives 0.53% (n = 340,000). AID 485358, 2010;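 active means activation over 3 SD above normal in the single-dose calcium agonist read, cut at about 30% in these data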; further: 0% is about no effect
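Agonism scored from kinetic calcium signal (1 read/sec, 180 s) following compound pin transfer, after a 10 s baseline. Cells: HEK293 Trex line expressing inducible D2 receptor coupled to calcium, dye-loaded after overnight culture at 30 C.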
TrxR1 inh = qHTS Assay for Inhibitors of Mammalian Selenoprotein Thioredoxin Reductase 1 (TrxR1): qHTS. recombinant rTrxR1, NADPH fluorescence consumption, selenite substrate. Potency, µM (doses to about 114 µM), without a hit: at the top dose activity change, negative = inhibition, actives largely listed as inhibitors. actives 1% (n = 390,000). AID 588453, 2011; further: potency means the concentration at half of the fitted maximal effect; on the % scale 0 is the no-effect control and ±100 the full control effect; nearly all actives have a fitted effect of over 65% in size
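Rat TrxR1 (90 nM in the dispensed reagent) was pre-reduced with 400 uM NADPH for 5 min at room temperature, then incubated with compound for 15 min. After 400 uM selenite was added, NADPH fluorescence (Ex 340/Em 450 nm) was followed for 8 min.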
* hit, by the source's call; ? = inconclusive; . = no result given; [ ] = dose if it differs, or a comment. Unless noted, the call rests on the fitted dose curve; in most records, active means well fitted inhibition curve with a large enough effect; inconclusive means small, poorly fitted or top-dose-only effect; inactive means no such curve, though single readings can be large or run the other way. Not all compounds are listed; the hit share may differ from the screen's.

SMILES	TRHR agonist	mIDH1 inhibitor	TrxR1 substrate	USP1-UAF1 inh	D2 antag	TRHR PAM	Pin1 inh	D2 agonist	TrxR1 inh
CCN1CCN(c2nc(Nc3ccc(NC(C)=O)cc3)nc(Nc3ccc(NC(C)=O)cc3)n2)CC1	-0.4	-4%	3%	-13%	-3	-3	-1%	-1.7	19%
O=C(CSc1nnnn1CCCO)Nc1ccc2c(c1)OCO2	0.4	1%	8%[57.1 µM]	-4%	-8	-3	2%	0.4	35%[57.1 µM]
O=C(NC1CCCC1)c1ccc(CSc2nc3cccnc3n2Cc2ccccc2)cc1	-0.6	-6%	0%	-8%	.	2	0%	-2.1	8%
O=c1oc2cccnc2n1CCS(=O)(=O)c1ccc(F)cc1	-0.3	7%	96%	-17%	-14	1	-2%	0.6	31%[57.1 µM]
O=C(NCc1ccc(F)cc1)c1ccc(Br)o1	-0.3	-2%	2%[57.1 µM]	-13%	2	1	0%	0.1	1%[57.1 µM]
Cc1cccc(N2CCN(C(=O)c3cnn(-c4cccc(Cl)c4C)c3C3CCNCC3)CC2)c1C	4.6	-2%	-4%	-11%	.	-9	0%	.	-5%
Cc1ccc(-c2nc(C(=O)NCc3ccc(Cl)cc3)c3n2CCCCC3)cc1	-0.1	-1%	5%	-25%	.	12	10%	0.1	25%
NC(=O)c1c(NC(=O)c2ccccc2)sc2c1CCC2	-0.3	6%	9%	-18%	1	1	4%	-0.8	?
O=C(CNCc1ccc(F)cc1)Nc1ccccc1-c1ccccc1	-1.1	4%	-1%	-18%	12	-8	-3%	-0.6	6%
CSc1nc(N)c(C(=O)Nc2ccc([N+](=O)[O-])cc2)s1	-1.1	-7%	5%[57.1 µM]	-9%	5	2	11%	-1.8	5%[57.1 µM]

Four compounds out of the list above, ordered by the number in D2 antag, descending.
structure | TRHR agonist | mIDH1 inhibitor | TrxR1 substrate | USP1-UAF1 inh | D2 antag | TRHR PAM | Pin1 inh | TrxR1 inh
O=C(CNCc1ccc(F)cc1)Nc1ccccc1-c1ccccc1 | -1.1 | 4% | -1% | -18% | 12 | -8 | -3% | 6%
CSc1nc(N)c(C(=O)Nc2ccc([N+](=O)[O-])cc2)s1 | -1.1 | -7% | 5%[57.1 µM] | -9% | 5 | 2 | 11% | 5%[57.1 µM]
O=C(NCc1ccc(F)cc1)c1ccc(Br)o1 | -0.3 | -2% | 2%[57.1 µM] | -13% | 2 | 1 | 0% | 1%[57.1 µM]
CCN1CCN(c2nc(Nc3ccc(NC(C)=O)cc3)nc(Nc3ccc(NC(C)=O)cc3)n2)CC1 | -0.4 | -4% | 3% | -13% | -3 | -3 | -1% | 19%

Following part.
SMILES	TRHR agonist	mIDH1 inhibitor	TrxR1 substrate	USP1-UAF1 inh	D2 antag	TRHR PAM	Pin1 inh	D2 agonist	TrxR1 inh
CCN(Cc1ccccc1)C(=O)CCS(=O)(=O)c1ccc2c(c1)n(C)c(=O)c(=O)n2C	-0.1	-3%	3%[57.1 µM]	-3%	.	-1	0%	.	8%[57.1 µM]
COc1ccc2c(c1)Cc1sc(NC(=O)c3ccccc3Br)nc1-2	-0.7	4%	69%[activator]	32µM*	.	5	?	0.1	-21%
Cc1cc2c(cc3c(SCC(=O)Nc4cccc(Cl)c4C)nnc(C)n32)o1	-0.4	26%	-2%	-13%	.	7	3%	1.4	19%
Clc1ccc(C2CC(c3ccco3)n3ncnc3N2)cc1Cl (stereo not drawn)	-0.6	10%	-9%	-15%	3	0	-10%	-0.6	?
CC1=Nc2cc(C(=O)NCCCN3CCOCC3)ccc2Sc2c(C)ccc(C)c21	0.0	0%	5%	-22%	-11	2	0%	-0.1	14%
Cc1c(C(=O)N2CCN(C)CC2)oc2ccc(S(=O)(=O)N3CCOCC3)cc12	0.7	4%	2%	-15%	23	-4	-2%	0.4	3%
Cc1ccc(C(=O)Nc2nnc(COc3ccccc3)s2)cc1	0.2	4%	3%	-13%	4	7	-5%	0.9	28%
COc1cccc(C(=O)O/N=C2\CCS(=O)(=O)c3sccc32)c1	0.4	5%	-7%[57.1 µM]	0%	5	2	17%	1.8	24%[57.1 µM]
Cc1ccccc1-n1c(SCC(=O)N2CCC(C(=O)O)CC2)nnc1-c1ccncc1	0.4	7%	-16%[57.1 µM]	-13%	-13	-2	-1%	7.0	23%[57.1 µM]
COc1ccc(OCC(=O)N2CCN(C(=O)c3ccccc3)CC2)cc1	1.5	2%	2%[57.1 µM]	-2%	14	11	-2%	0.0	6%
CSc1ccc(S(=O)(=O)NCC(=O)OCC(=O)N(C)CC(=O)Nc2ccccc2Cl)cc1[N+](=O)[O-]	1.6	7%	-8%	-10%	-4	-15	-10%	2.0	-24%
CC(C)c1ccc(NC(=O)CSc2nc(=O)n(Cc3cccnc3)c3c2CCC3)cc1	-1.1	15%	-11%[57.1 µM]	-8%	.	-3	-15%	0.3	-4%[57.1 µM]
CCC(C)NC(=S)Nc1ccccc1 (stereo not drawn)	-1.5	-5%	5%	-22%	-1	-6	-1%	-1.0	-2%
Cc1onc(-c2c(F)cccc2Cl)c1C(=O)N(Cc1ccccc1)C(C)C	-0.3	3%	-4%[57.1 µM]	-25%	0	6	2%	0.1	23%
O=C(O)CC12CC3CC(C1)CC(n1ncc(N4CCC5(CC4)OCCO5)c(Cl)c1=O)(C3)C2	-1.2	13%	-11%	-15%	2	2	0%	-1.4	-22%
O=C(NC1=NCCS1)c1cc(Cl)ccc1Cl	0.2	-2%	2%	-27%	5	39*	0%	-0.6	25%
CCc1ccc(/C=N/NC(=O)c2cc(-c3ccccc3OC)nc3ccccc23)s1	0.7	1%	9%	4%	35*	-1	24%	-0.3	8%
O=C(Nc1nc2cc(Cl)ccc2s1)C1CCCN(S(=O)(=O)c2cccc3cccnc23)C1 (stereo not drawn)	1.0	-6%	-2%	-25%	.	9	8%	.	21%
N=c1c(C(=O)NCc2ccco2)cc2c(=O)n3ccccc3nc2n1Cc1ccc(Cl)cc1	-2.8	1%	19%	-20%	-2	-9	?	-0.2	-14%
CC1CCCC(NC(=O)c2cccc(S(=O)(=O)N3CCCCC3)c2)C1C (stereo not drawn)	0.1	1%	4%	-3%	-6	-3	1%	-0.6	14%
CC(=O)Nc1ccc2c(c1)Cc1c(F)cccc1-2	.	8%	-4%[57.1 µM]	-23%	.	.	5%	.	10%[57.1 µM]
CC(C)c1ccc(CNc2cc(N3CCCC3)ccc2[N+](=O)[O-])cc1	0.3	5%	8%[57.1 µM]	?	-6	-1	3%	0.1	16%
O=S(=O)(NC(=NCc1ccccc1)c1ccccc1)c1ccc(Br)cc1	-0.2	1%	-11%	-15%	-3	1	-15%	-0.3	-7%
CCCCCC(=O)N1CC2(CC(c3cccc(NC(=O)CC(c4ccccc4)c4ccccc4)c3)=NO2)C[C@@H]1C(N)=O (stereo partly drawn)	0.7	-19%	-3%	-12%	6	-3	14%	0.0	9%[57.1 µM]
COc1ccc(OC)c(C(=O)COC(=O)c2ccccc2O)c1	0.0	7%	2%	-12%	-2	-4	5%	0.3	2%
CCCCNC(=O)C1CCN(C(=O)C2CCN(S(=O)(=O)c3ccc(C)cc3)CC2)CC1	0.6	16%	3%	-23%	-12	-4	-8%	-0.4	18%
CC(C)N1CC(O)=C(c2nc3ccccc3c(=O)[nH]2)C1=N	-0.3	-3%	45%	-12%	11	-2	-6%	-0.4	9%[57.1 µM]
COc1ccccc1CN1C(=NC(=O)C2CCCCC2)SC2CS(=O)(=O)CC21 (stereo not drawn)	0.3	4%	-3%	-9%	-10	14	-5%	0.3	11%
COc1cc(NS(=O)(=O)c2ccc(F)cc2)c(C(=O)O)cc1OC	0.4	6%	8%	-11%	-8	0	0%	0.3	10%
Cc1noc(C)c1S(=O)(=O)N1CCCC(C(=O)NCc2ccccn2)C1 (stereo not drawn)	-0.1	-3%	0%	-6%	-12	-1	-2%	0.2	0%
Cn1c(SCc2ccccc2)nnc1-c1ccncc1	0.2	-2%	-2%	-8%	6	7	6%	-0.7	-2%

One compound at a time (already shown). Order of screens: TRHR agonist | mIDH1 inhibitor | TrxR1 substrate | USP1-UAF1 inh | D2 antag | TRHR PAM | Pin1 inh | D2 agonist | TrxR1 inh
COc1cccc(C(=O)O/N=C2\CCS(=O)(=O)c3sccc32)c1 reads 0.4 | 5% | -7%[57.1 µM] | 0% | 5 | 2 | 17% | 1.8 | 24%[57.1 µM]
O=C(NCc1ccc(F)cc1)c1ccc(Br)o1 reads -0.3 | -2% | 2%[57.1 µM] | -13% | 2 | 1 | 0% | 0.1 | 1%[57.1 µM]
O=C(NC1=NCCS1)c1cc(Cl)ccc1Cl reads 0.2 | -2% | 2% | -27% | 5 | 39* | 0% | -0.6 | 25%
Clc1ccc(C2CC(c3ccco3)n3ncnc3N2)cc1Cl (stereo not drawn) reads -0.6 | 10% | -9% | -15% | 3 | 0 | -10% | -0.6 | ?
CCc1ccc(/C=N/NC(=O)c2cc(-c3ccccc3OC)nc3ccccc23)s1 reads 0.7 | 1% | 9% | 4% | 35* | -1 | 24% | -0.3 | 8%
